Assay outcomes as filed in PubChem BioAssay.
ERAP1 HTS inh – human ERAP1 aminopeptidase inhibitors, primary screen, biochemical, single point, plate reader. inhibition, % at 10.7 µM. 340,000 tested, 0.15% active. Endoplasmic reticulum aminopeptidase 1 (Homo sapiens), Q9NZ08. recombinant ERAP1, Leu-AMC fluorescence, 60 min;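 active = mean replicate inhibition of at least 30%, or all replicates individually reaching that 30% level; inactive = mean below 30% and not every replicate reaching it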;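 note: 0% = neutral control wells and 100% = L-leucinethiol positive control wells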
PGC1a acetyl inh – inhibitors of PGC1a acetylation signal, primary screen, cell-based, U2OS, AlphaScreen, inhibitor mode. AlphaScreen anti-acetyl-lysine; with virally co-expressed GCN5 acetyltransferase. inhibition, % at 15.6 µM. 350,000 tested, 0.17% active. AID 651687, 2012;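 active = every replicate shows inhibition of at least 40%; inconclusive = mean inhibition at least 40% but some replicate below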;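 note: 0% = neutral control wells and 100% = positive control wells; some results beyond the cut were filed as inactive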
SIRT5 inh – SIRT5 desuccinylase inhibitors, primary screen, biochemical, fluorescence imaging, single point, set 5; NAD-dependent protein deacylase sirtuin-5, mitochondrial (Homo sapiens), Q9NXA8; 330,000 tested, 1.1% active; AID 652115, 2013; Purified SirT5, succinyl-peptide AMC, trypsin-coupled fluorescence; inhibition, % at 15 µM; in the data active = inhibition above about 15%; inconclusive = no clear call, values can overlap the other calls
Target sequence (Q9NXA8 whole entry, looked up): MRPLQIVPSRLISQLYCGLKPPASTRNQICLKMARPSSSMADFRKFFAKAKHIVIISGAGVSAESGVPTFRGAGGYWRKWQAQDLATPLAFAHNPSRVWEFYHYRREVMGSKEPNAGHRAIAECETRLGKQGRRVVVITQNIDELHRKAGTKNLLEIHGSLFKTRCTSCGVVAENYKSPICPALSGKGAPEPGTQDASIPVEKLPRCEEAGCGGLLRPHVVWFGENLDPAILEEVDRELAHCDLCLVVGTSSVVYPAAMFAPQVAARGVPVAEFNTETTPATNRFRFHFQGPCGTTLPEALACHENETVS
Cneo AK release – Cryptococcus neoformans cell lysis inducers, primary screen, AK release luminescence, single concentration; C. neoformans lysis, adenylate kinase release luminescence, 4 h; normalised: neutral wells 0, clomiphene wells 100; 360,000 tested, 0.2% active; lysis activity, % at 15 µM;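 active = mean lysis activity across replicates of at least 80%, whatever share of replicates individually reach that level; inactive = mean lysis activity below 80%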
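Material – log-phase Cryptococcus neoformans yeast cells · Input – 5 × 10^6 yeast cells/mL · Medium – fresh YPD growth medium · Doses – single compound concentration per well · Timing – static 4 h at 37 °C with compound, 1 h detection · Detection – adenylate kinase release luminescence · Read-out – signal increase indicating cell lysis · Control set – Clomiphene as positive lysis control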
S100A4 MyoIIA – inhibitors of S100A4-myosin IIA peptide binding, primary screen, biochemical, fluorescence polarization, TAMRA-MyoIIA peptide; Protein S100-A4 (Homo sapiens), P26447; inhibition, % at 10.7 µM; 360,000 tested, 0.14% active;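 active = mean inhibition of at least 70% across replicates, with every replicate also reaching that level; inconclusive = mean inhibition reaches 70% but some replicates fall short; inactive = mean inhibition below 70%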
Target sequence (P26447 whole entry, looked up): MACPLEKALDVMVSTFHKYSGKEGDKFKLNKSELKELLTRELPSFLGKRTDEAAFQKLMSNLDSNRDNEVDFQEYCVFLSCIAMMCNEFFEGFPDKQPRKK
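System – human S100A4 monomer protein, biochemical binding assay · Buffer or medium – Calcium-containing HEPES buffer, pH 7.2 · Timing – 5 min between mix addition and reading · Also added – TAMRA-labelled myosin IIA heavy-chain peptide probe, 5 nM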
LGR2 antag – inhibitors of bursicon-induced LGR2 CRE-luciferase signal, primary screen, cell-based, HEK293, CRE-luciferase reporter, bursicon stimulation; Drosophila bursicon receptor LGR2 (rickets); bursicon-stimulated, 4 h; inhibition, % at 9.99 µM; 380,000 tested, 0.35% active;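 active = drop in luminescence signal, shown as inhibition above about 50% in the replicate tests, limit read from the data, passing the limit was not always enough; inconclusive = probably only some replicates passing the limit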;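 note: agonist challenge used bursicon conditioned medium at about half maximal strength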
C2C12 statin – suppressors of statin myotoxicity in C2C12 myotubes, primary screen, cell-based, single point, plate reader. C2C12 myotubes + simvastatin, ATP luminescence, 48 h; scaled: DMSO 0, geranylgeraniol control 100. AID 602340, 2012. rescue of ATP level, % at 7.49 µM. 330,000 tested, 0.78% active;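 active = mean ATP rescue above about 67%, or every replicate alone reaching that limit, limit read from the data, passing the limit was not always enough; inconclusive = no clear call, values can overlap the other calls; inactive = mean under the limit and some replicate under it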;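 note: myotubes were challenged with 10 µM simvastatin during compound exposure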
Xi reactivation – activators of inactive X chromosome reactivation, primary screen, imaging, XiGFP fibroblasts, GFP high-content imaging, set 2 | activation, % at 7.58 µM | AID 743238, 2013 | XiGFP mouse fibroblasts, % GFP-positive cells imaging, 3 d; cells co-treated with 5-aza-dC sensitizer; scaled so ellipticine positive control = 100% | 360,000 tested, 0.055% active;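 active = mean normalized replicate activation at least 10% and every replicate at or above 10%; inconclusive = only one of the two criteria met; inactive = mean below 10% and not all replicates reach 10%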;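 note: 0% = median of on-plate neutral control wells and 100% = ellipticine 6 µM median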
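assay system = SV40-immortalized XiGFP fibroblast cells, line 68-5-11 | buffer or medium = DMEM plus 5-aza-dC sensitizer | doses = single-point pinned compound dosing | times = 3-day compound exposure, then 15 min fixation at room temperature | benchmarks = positive control ellipticine, 6 µM final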
* hit, by the source's call.

A first look, five compounds:
`CCCCn1nc(C(=O)NCC2COc3ccccc3O2)c2ccccc2c1=O` (configuration not stated) gave ERAP1 HTS inh -9, PGC1a acetyl inh 0, SIRT5 inh 0, Cneo AK release -1, S100A4 MyoIIA 0, LGR2 antag 3, C2C12 statin -4 and Xi reactivation 4.7.
`O=C(c1ccc2c(c1)OCO2)N1CCOCC1` gave ERAP1 HTS inh 4, PGC1a acetyl inh 5, SIRT5 inh -6, Cneo AK release -6, S100A4 MyoIIA -7, LGR2 antag 9 and C2C12 statin 5.
Screening COc1ccc(/C=C2\CC/C(=C\c3ccc(OC)cc3OC)C2=O)c(OC)c1 returned ERAP1 HTS inh 0, PGC1a acetyl inh -20, SIRT5 inh -5, Cneo AK release 4, S100A4 MyoIIA -9, LGR2 antag -52, C2C12 statin -1 and Xi reactivation 0.1.
For CCOC(=O)c1ccc(-c2ccc3ncnc(NCc4csc(C)n4)c3c2)o1 the results were SIRT5 inh -83, Cneo AK release -1, S100A4 MyoIIA 2, LGR2 antag 2, C2C12 statin 0 and Xi reactivation 0.3.
`O=[N+]([O-])c1ccc(C=NNc2ccc(S(=O)(=O)O)cc2)cc1` gave ERAP1 HTS inh 4, PGC1a acetyl inh 8, Cneo AK release -1, S100A4 MyoIIA -1, LGR2 antag -15, C2C12 statin -2 and Xi reactivation -0.2.

Main list, previewed entries included:
`CCCCn1nc(C(=O)NCC2COc3ccccc3O2)c2ccccc2c1=O` (configuration not stated) gave ERAP1 HTS inh -9, PGC1a acetyl inh 0, SIRT5 inh 0, Cneo AK release -1, S100A4 MyoIIA 0, LGR2 antag 3, C2C12 statin -4 and Xi reactivation 4.7.
`O=C(c1ccc2c(c1)OCO2)N1CCOCC1` gave ERAP1 HTS inh 4, PGC1a acetyl inh 5, SIRT5 inh -6, Cneo AK release -6, S100A4 MyoIIA -7, LGR2 antag 9 and C2C12 statin 5.
Screening COc1ccc(/C=C2\CC/C(=C\c3ccc(OC)cc3OC)C2=O)c(OC)c1 returned ERAP1 HTS inh 0, PGC1a acetyl inh -20, SIRT5 inh -5, Cneo AK release 4, S100A4 MyoIIA -9, LGR2 antag -52, C2C12 statin -1 and Xi reactivation 0.1.
For CCOC(=O)c1ccc(-c2ccc3ncnc(NCc4csc(C)n4)c3c2)o1 the results were SIRT5 inh -83, Cneo AK release -1, S100A4 MyoIIA 2, LGR2 antag 2, C2C12 statin 0 and Xi reactivation 0.3.
`O=[N+]([O-])c1ccc(C=NNc2ccc(S(=O)(=O)O)cc2)cc1` gave ERAP1 HTS inh 4, PGC1a acetyl inh 8, Cneo AK release -1, S100A4 MyoIIA -1, LGR2 antag -15, C2C12 statin -2 and Xi reactivation -0.2.
CCc1ccccc1NCC(=O)Nc1ccccc1C(=O)OC was read as ERAP1 HTS inh 0, SIRT5 inh -1, S100A4 MyoIIA -1 and Xi reactivation 0.0.
Screening Cn1c(N)c(S(=O)(=O)NCc2ccccc2Cl)c(=O)n(C)c1=O returned ERAP1 HTS inh 4, SIRT5 inh 0, S100A4 MyoIIA 1, LGR2 antag 13 and Xi reactivation 0.1.
Screening Cc1ccc(S(=O)(=O)N2CCNC(=O)CC2)cc1 returned ERAP1 HTS inh -1, PGC1a acetyl inh 1, SIRT5 inh -3, S100A4 MyoIIA 5, LGR2 antag 10 and Xi reactivation 0.0.
For COc1ccc(S(=O)(=O)N(C)C)cc1NC(=O)c1ccc(OCC2CCCO2)cc1 (configuration not stated) the results were ERAP1 HTS inh 0, PGC1a acetyl inh -3, Cneo AK release -1, S100A4 MyoIIA -1, LGR2 antag -25, C2C12 statin 47 and Xi reactivation 0.0.
COc1ccc(S(=O)(=O)N2CC[C@H]3[C@H](CO)Nc4ccc(C#Cc5ccccc5OC)cc4[C@H]32)cc1 was read as ERAP1 HTS inh 1, PGC1a acetyl inh -4, S100A4 MyoIIA 2, LGR2 antag 11 and Xi reactivation 0.4.
For O=C(CCc1ccccc1)N=C1SC2CS(=O)(=O)CC2N1Cc1ccc(F)cc1 (configuration not stated) the results were ERAP1 HTS inh -1, PGC1a acetyl inh -43, SIRT5 inh -1, Cneo AK release 0, S100A4 MyoIIA 5, LGR2 antag 0, C2C12 statin -1 and Xi reactivation 0.0.
Screening COc1cccc(NC(=O)N[C@@H]2C=C[C@@H](CC(=O)N3CCOCC3)O[C@H]2CO)c1 returned ERAP1 HTS inh 1, PGC1a acetyl inh 11, SIRT5 inh -2, Cneo AK release -2, S100A4 MyoIIA 7, LGR2 antag 1, C2C12 statin -20 and Xi reactivation 0.1.
Screening O=C(OCC(=O)N1CCN(C(=O)c2ccco2)CC1)c1ccccc1NCCO returned ERAP1 HTS inh -22, PGC1a acetyl inh 10, SIRT5 inh -24, Cneo AK release 1, S100A4 MyoIIA -3, LGR2 antag 10, C2C12 statin -19 and Xi reactivation 0.2.
`CCCC#Cc1ccc2c(c1)O[C@H](CN(C)S(C)(=O)=O)[C@H](C)CN([C@@H](C)CO)S2(=O)=O` gave ERAP1 HTS inh 3, PGC1a acetyl inh -2, SIRT5 inh -3, Cneo AK release 1, S100A4 MyoIIA -18, LGR2 antag 14 and Xi reactivation -0.7.
CCC(=O)N(CCC(c1ccco1)C(C)C)Cc1ccccc1 (configuration not stated) was read as ERAP1 HTS inh 7, PGC1a acetyl inh -9, SIRT5 inh -1, Cneo AK release 1, S100A4 MyoIIA 3, LGR2 antag 1, C2C12 statin -3 and Xi reactivation -0.1.
CC(=O)n1c(Cl)c(NC(=O)CCl)c2ccccc21 was read as ERAP1 HTS inh 2, PGC1a acetyl inh -3, SIRT5 inh -2, Cneo AK release 5, S100A4 MyoIIA 3, LGR2 antag 9 and C2C12 statin 13.
For O=C(O)c1cn[nH]c1-c1cccc([N+](=O)[O-])c1 the results were ERAP1 HTS inh 2, PGC1a acetyl inh -6, SIRT5 inh 5, S100A4 MyoIIA -2, LGR2 antag 34 and Xi reactivation 0.2.
For O=C(NC1CCCCC1)C(=S)N1CCOCC1 the results were ERAP1 HTS inh -1, PGC1a acetyl inh 2, SIRT5 inh 5, Cneo AK release -1, S100A4 MyoIIA -2, LGR2 antag 18, C2C12 statin 3 and Xi reactivation 0.0.
For COc1ccc(CNc2ccc(-c3ccc(OC)cc3)nn2)cc1 the results were PGC1a acetyl inh -51, Cneo AK release 0, LGR2 antag -17 and C2C12 statin -2.
For CCOC(=O)N1CCC(Nc2c(NCCN3CCN(c4cccc(Cl)c4)CC3)c(=O)c2=O)CC1 the results were ERAP1 HTS inh -1, PGC1a acetyl inh -2, SIRT5 inh -5, Cneo AK release 4, S100A4 MyoIIA -3, LGR2 antag -4, C2C12 statin -7 and Xi reactivation 0.1.
`CC(NC(=O)c1ccccc1)c1ccc(Br)cc1` (configuration not stated) gave ERAP1 HTS inh 2, PGC1a acetyl inh 14, SIRT5 inh 1, S100A4 MyoIIA 4, LGR2 antag 19, C2C12 statin 7 and Xi reactivation 0.0.
Screening c1ccc2[nH]c(-c3ccncc3)nc2c1 returned ERAP1 HTS inh 6, SIRT5 inh 0, S100A4 MyoIIA 12, LGR2 antag -27 and Xi reactivation 0.0.
`NC(N)=N/N=C(\N=Nc1ccccc1)c1ccc(Cl)cc1` gave ERAP1 HTS inh -4, SIRT5 inh 13, S100A4 MyoIIA 2, LGR2 antag -26, C2C12 statin 7 and Xi reactivation -0.1.
For O=c1[nH]c(-c2ccccc2)cnc1-c1ccccc1 the results were ERAP1 HTS inh -2, PGC1a acetyl inh 2, SIRT5 inh -5, Cneo AK release -1, S100A4 MyoIIA -8, LGR2 antag -23 and Xi reactivation 0.0.
Screening CN(C)CC(=O)N1CC[C@@H]2[C@H]1c1cc(Br)ccc1N(C)[C@H]2CO returned PGC1a acetyl inh 12, Cneo AK release 4, LGR2 antag 15, C2C12 statin -12 and Xi reactivation 0.2.
COc1ccc(/C=N/NC(=O)c2[nH]nc3c2CCc2ccccc2-3)cc1OC was read as ERAP1 HTS inh 1, SIRT5 inh 2, S100A4 MyoIIA -6, LGR2 antag -5 and Xi reactivation 0.4.
Screening CCOc1ccc(C(=O)NCCCN2CCOCC2)cc1OCC returned ERAP1 HTS inh -5, PGC1a acetyl inh 4, SIRT5 inh 10, Cneo AK release 2, S100A4 MyoIIA -11, LGR2 antag -13, C2C12 statin 4 and Xi reactivation 0.0.
For CN(C)CCCNC(=O)C[C@H]1CC[C@H]2[C@@H](COC[C@H](O)CN2CC2CCCCC2)O1 the results were ERAP1 HTS inh 1, PGC1a acetyl inh -10, SIRT5 inh 4, S100A4 MyoIIA -5, LGR2 antag -7 and Xi reactivation 0.2.
Screening C[C@@H]1CCCCO[C@H](CN(C)C(=O)NC2CCCCC2)[C@H](C)CN([C@@H](C)CO)C(=O)c2cc(NS(C)(=O)=O)ccc2O1 returned PGC1a acetyl inh 2, Cneo AK release -1, LGR2 antag 11, C2C12 statin 19 and Xi reactivation 0.0.
For COc1cc(OC)c(S(=O)(=O)N2CCOCC2)cc1S(=O)(=O)N1CCOCC1 the results were ERAP1 HTS inh -1, SIRT5 inh -3, Cneo AK release -2, S100A4 MyoIIA -2, LGR2 antag 4 and Xi reactivation 0.1.
`COc1ccc(S(=O)(=O)N(C)C[C@H]2Oc3ccc(NC(=O)CCN4CCOCC4)cc3C(=O)N([C@@H](C)CO)C[C@@H]2C)cc1` gave ERAP1 HTS inh 1, PGC1a acetyl inh inconclusive, SIRT5 inh -11, Cneo AK release 2, S100A4 MyoIIA 3, LGR2 antag -11, C2C12 statin 42 and Xi reactivation 0.1.
Screening CCC(C)c1ccccc1N1CC(C(=O)Nc2ccccc2N2CCCC2)CC1=O (configuration not stated) returned ERAP1 HTS inh -5, PGC1a acetyl inh -8, SIRT5 inh -2, Cneo AK release 1, S100A4 MyoIIA -9, LGR2 antag -14 and Xi reactivation 0.7.
Cc1ccc(S(=O)(=O)NNC(=O)c2ccc(NC(=O)C3CC3)cc2)cc1 was read as ERAP1 HTS inh 4, PGC1a acetyl inh -7, SIRT5 inh 7, Cneo AK release -4, S100A4 MyoIIA 0, LGR2 antag 2, C2C12 statin 4 and Xi reactivation 0.2.
COc1cccc2oc3ccc(C#CC4(N)CCCCC4)cc3c(=O)c12 was read as PGC1a acetyl inh -3, Cneo AK release 48, S100A4 MyoIIA -4, LGR2 antag -13, C2C12 statin -15 and Xi reactivation -0.3.

Only part of the results is shown, so the mix of outcomes need not match the whole.
